Screening data: PubChem, several laboratories
NOD2-RIPK2 inh: blocks binding of human NOD2 to RIPK2; O43353; CHO BLA complementation NOD2-RIPK2, CCF4 ratio; inhibition, % at 4.98 µM; actives 0.38% (n = 360,000); in the data active means inhibition above about 21%;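 further: 0% = vehicle only and 100% = reference blocker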
Target sequence (O43353 whole entry, looked up): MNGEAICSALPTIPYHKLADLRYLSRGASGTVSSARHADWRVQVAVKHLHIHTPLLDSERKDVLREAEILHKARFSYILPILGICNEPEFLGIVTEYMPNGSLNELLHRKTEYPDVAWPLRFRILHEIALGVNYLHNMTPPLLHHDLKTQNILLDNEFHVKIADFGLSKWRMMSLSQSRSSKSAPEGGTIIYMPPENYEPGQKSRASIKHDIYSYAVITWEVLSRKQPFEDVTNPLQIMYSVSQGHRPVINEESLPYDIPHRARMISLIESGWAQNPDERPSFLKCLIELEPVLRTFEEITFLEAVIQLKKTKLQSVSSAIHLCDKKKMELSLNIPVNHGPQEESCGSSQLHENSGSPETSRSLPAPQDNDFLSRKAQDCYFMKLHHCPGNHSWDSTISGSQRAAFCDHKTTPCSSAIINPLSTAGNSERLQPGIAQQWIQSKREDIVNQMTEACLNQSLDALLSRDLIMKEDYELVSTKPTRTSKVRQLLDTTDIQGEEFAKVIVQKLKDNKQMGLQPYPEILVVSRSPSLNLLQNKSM
ABHD5 PLIN5 PPI: inhibitors of human ABHD5-perilipin-5 interaction; inhibition, % at 4 µM; Split G. princeps luciferase complementation, luminescence, 4 h; actives 0.78% (n = 360,000);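 active means inhibition above the mean inhibition across every tested compound plus 3 SD, cut at about 22% in these data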;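 further: 0% = DMSO only wells and the 100% control is not disclosed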
Vif inh: blocks HIV Vif function; inhibition, % at 7.49 µM; actives 0.35% (n = 340,000); HEK293T cells, Vif self-association by quenched fluorescence, imaging, 24 h; AID 602346; in the data active means inhibition above about 50%, passing the limit was not always enough; further: some results filed as inactive read as strong as hits
MC4R antag cAMP: antagonists of human melanocortin 4 receptor (MC4R). P32245. MC4R-expressing cells, MTII-stimulated cAMP, LANCE TR-FRET. actives 0.48% (n = 360,000). inhibition, % at 6.5 µM;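 active means inhibition above its plate's cutoff, the mean of tested wells on that plate plus 3 SD, cut at about 29% in these data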;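 further: 0% = Melanotan II alone and 100% = Melanotan II plus saturating MCL0020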
Target sequence (P32245 whole entry, looked up): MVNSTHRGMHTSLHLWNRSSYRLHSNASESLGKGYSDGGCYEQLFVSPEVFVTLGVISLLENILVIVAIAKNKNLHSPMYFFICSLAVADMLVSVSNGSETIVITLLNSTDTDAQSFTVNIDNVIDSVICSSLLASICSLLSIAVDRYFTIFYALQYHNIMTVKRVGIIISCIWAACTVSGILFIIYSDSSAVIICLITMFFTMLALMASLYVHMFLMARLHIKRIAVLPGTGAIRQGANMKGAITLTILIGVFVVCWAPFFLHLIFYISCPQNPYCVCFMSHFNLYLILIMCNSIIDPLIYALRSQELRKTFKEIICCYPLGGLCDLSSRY
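Assay system: U2OS-MC4R stable cell line; Also added: Melanotan II; Technique: Eu-cAMP/anti-cAMP TR-FRET, emission 671 nm; Times: 30-min compound, 1-h challenge, 1-h detection, room temperature.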
N-glyco inh: N-linked glycosylation inhibition; AID 588692; actives 0.23% (n = 360,000); reporter increase, % at 12.5 µM; D54 ERlucT glycosylation luciferase reporter, 24 h; percent of 100 nM tunicamycin response;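 active means mean luciferase reporter signal, scaled so untreated is 0 and the glycosylation-blocking control 100, at or above a set limit in every replicate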;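 further: luciferase carries N-glycosylation sites so blocking glycosylation raises the light; 0% = median of neutral control wells and 100% = median of 100 nM tunicamycin wells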
MC4R ag barr: activates human MC4R beta-arrestin recruitment. P32245. actives 0.98% (n = 360,000). AID 540308. U2OS MC4R beta-arrestin complementation, luminescence; percent of melanotan II response, DMSO zero. activation, % at 8.9 µM;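 active means activation above a per-plate cutoff, the mean activation of sample wells on that plate plus 3 SD, cut at about 8% in these data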
aDG glyco act: alpha-DG glycosylation activation; activation, % at 10 µM; actives 0.22% (n = 360,000); Pro5-aDG cells, alpha-DG glycosylation AlphaScreen (IIH6); 0% Pro5, 100% B10-LARGE cell signal;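 active means activation of at least 8% versus controls, or a plate z-score of at least 8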;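 further: Pro5 are CHO cells carrying HIG-tagged alpha-DG that lacks glycosylation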
Granule exo inh: blocks lytic granule exocytosis | TALL-104 LAMP-1 surface exposure, flow cytometry; cells stimulated with thapsigargin and PMA | inhibition, % at 10 µM | actives 0.66% (n = 360,000);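 active means inhibition above about 55%, limit read from the data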
ABCB6 inh 2: human ABCB6 transporter inhibition | Q9NP58 | K562-ABCB6 porphyrin accumulation, flow cytometry, 1 h; active compounds read low | fluorescence ratio to DMSO, % at 10 µM | actives 0.19% (n = 360,000);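 active means fluorescence ratio to DMSO below 75%, the collection mean minus 3 SD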;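 further: signal is porphyrin accumulated inside mitochondria; 100% equals median channel fluorescence of DMSO control wells; lower ratio means ABCB6 inhibition with less porphyrin fluorescence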
TLR9-MyD88 inh: TLR9-MyD88 interaction inhibition; inhibition, % at 4.98 µM; CHO BLA complementation TLR9-MyD88, CCF4 FRET ratio; actives 0.21% (n = 340,000); AID 504734; Q9NR96+Q99836;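 active means inhibition above the mean over all tested compounds plus 3 SD, cut at about 21% in these data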;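 further: 0% = DMSO only wells and 100% = clavulanate BLA inhibitor control wells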
An asterisk follows results filed as active. An excerpt; the hit share may differ from the screen's.

Results for C[C@H](CO)N1C[C@H](C)[C@@H](CN(C)C(=O)Nc2ccccc2)Oc2c(NS(=O)(=O)c3ccc(F)cc3)cccc2C1=O ?
NOD2-RIPK2 inh: -7.8; ABHD5 PLIN5 PPI: 14.7; Vif inh: -13.6; MC4R antag cAMP: 5.2; N-glyco inh: 0.7; MC4R ag barr: 0.8; aDG glyco act: -0.3; Granule exo inh: -8.0; ABCB6 inh 2: 93.0; TLR9-MyD88 inh: 1.2

What do the screens show for `CCN1CCc2nc(NC(=O)c3ccc4c(c3)OCCO4)sc2C1`?
NOD2-RIPK2 inh: -0.9; ABHD5 PLIN5 PPI: -4.1; Vif inh: -3.7; MC4R antag cAMP: -3.1; N-glyco inh: -1.2; MC4R ag barr: -1.8; aDG glyco act: -0.3; Granule exo inh: 13.8; ABCB6 inh 2: 101.0; TLR9-MyD88 inh: 1.5

How did Cc1ccc2[nH]c3nc(SCCN4CCOCC4)nnc3c2c1 do in these assays?
NOD2-RIPK2 inh: 1.6; ABHD5 PLIN5 PPI: -1.7; Vif inh: 0.5; MC4R antag cAMP: 1.5; N-glyco inh: -1.4; MC4R ag barr: -1.3; aDG glyco act: -0.2; Granule exo inh: -0.8; ABCB6 inh 2: 92.0; TLR9-MyD88 inh: -5.4

How did CC(C)C[C@H]1CN=C(N(C)C)N1CCCCc1ccccc1 do in these assays?
NOD2-RIPK2 inh: -0.9; ABHD5 PLIN5 PPI: 6.8; Vif inh: 11.4; MC4R antag cAMP: -0.2; N-glyco inh: -4.1; MC4R ag barr: 1.5; aDG glyco act: 1.8; Granule exo inh: -8.0; ABCB6 inh 2: 94.0; TLR9-MyD88 inh: -6.0

What do the screens show for `CCOc1ccccc1C(C(=O)NC1CCCC1)N(Cc1ccco1)C(=O)CNC(=O)c1ccco1` (stereo unspecified)?
NOD2-RIPK2 inh: 0.7; ABHD5 PLIN5 PPI: 1.6; Vif inh: 6.2; MC4R antag cAMP: 5.1; N-glyco inh: -4.5; MC4R ag barr: -0.4; aDG glyco act: 0.0; Granule exo inh: 0.0; ABCB6 inh 2: 94.0; TLR9-MyD88 inh: 10.8

What do the screens show for `C[C@@]12CC[C@H]3OC(=O)C=C3C1CC[C@@]13CC(CCC12)[C@](CO)(O[C@H]1O[C@H](CO)[C@@H](O)[C@H](O)[C@H]1O)C3` (stereo partly specified)?
NOD2-RIPK2 inh: 1.6; ABHD5 PLIN5 PPI: -10.5; Vif inh: 2.1; MC4R antag cAMP: 15.7; N-glyco inh: 5.1; MC4R ag barr: 0.4; aDG glyco act: -0.3; Granule exo inh: -1.0; ABCB6 inh 2: 103.0; TLR9-MyD88 inh: -0.3

Results for CCCCCN1C2=NCCN2c2ccccc21 ?
NOD2-RIPK2 inh: 1.4; ABHD5 PLIN5 PPI: -4.2; Vif inh: 0.9; MC4R antag cAMP: -7.4; N-glyco inh: 1.1; MC4R ag barr: 3.2; aDG glyco act: 0.0; Granule exo inh: 5.4; ABCB6 inh 2: 94.0; TLR9-MyD88 inh: 0.1

Results for COc1ccc(CCNC(=O)C2CC(c3ccccc3C(F)(F)F)=NO2)cc1 (stereo unspecified) ?
NOD2-RIPK2 inh: -3.6; ABHD5 PLIN5 PPI: -9.9; Vif inh: -14.8; MC4R antag cAMP: 1.3; N-glyco inh: -1.7; MC4R ag barr: 0.2; aDG glyco act: 0.2; Granule exo inh: 36.7; ABCB6 inh 2: 97.0; TLR9-MyD88 inh: -2.2

Results for CN1CCN(S(=O)(=O)c2ccc(C(F)(F)F)cc2)C(c2ccccc2)C1 (stereo unspecified) ?
NOD2-RIPK2 inh: 4.2; ABHD5 PLIN5 PPI: -10.1; Vif inh: 23.6; MC4R antag cAMP: -3.8; N-glyco inh: -4.6; MC4R ag barr: -0.8; aDG glyco act: 1.7; Granule exo inh: -1.9; ABCB6 inh 2: 93.0; TLR9-MyD88 inh: -7.2

How did Cc1nc(/C(=N/O)C(N)=O)cs1 do in these assays?
NOD2-RIPK2 inh: 0.5; ABHD5 PLIN5 PPI: -9.5; Vif inh: -6.3; MC4R antag cAMP: -1.2; N-glyco inh: 2.6; MC4R ag barr: 0.1; aDG glyco act: 0.0; Granule exo inh: 1.1; ABCB6 inh 2: 99.0; TLR9-MyD88 inh: 5.8

What do the screens show for `C=CCC(NC(=O)N(C)C)(C(=O)OC)C(C)O` (stereo unspecified)?
NOD2-RIPK2 inh: -10.3; ABHD5 PLIN5 PPI: 1.5; aDG glyco act: -0.1; Granule exo inh: -15.6

What do the screens show for `Cn1nnnc1Sc1ncnc2scc(Br)c12`?
NOD2-RIPK2 inh: 3.2; ABHD5 PLIN5 PPI: 0.9; Vif inh: 1.7; MC4R antag cAMP: -12.9; N-glyco inh: -4.4; MC4R ag barr: -0.4; aDG glyco act: -0.3; Granule exo inh: -19.1; ABCB6 inh 2: 105.0; TLR9-MyD88 inh: 9.6

Results for Cc1cc(C)c(C)c(S(=O)(=O)N2CCC(C(=O)Nc3ccc(S(=O)(=O)N4CCOCC4)cc3)CC2)c1C ?
NOD2-RIPK2 inh: -5.1; ABHD5 PLIN5 PPI: -5.5; Vif inh: -3.4; MC4R antag cAMP: 7.1; N-glyco inh: -4.1; MC4R ag barr: -3.1; aDG glyco act: 2.6; Granule exo inh: -11.7; ABCB6 inh 2: 99.0; TLR9-MyD88 inh: -14.3

Results for O=C(Nc1c[nH]c(=O)[nH]c1=O)c1ccc2c(c1)C(=O)N(c1cccc([N+](=O)[O-])c1)C2=O ?
NOD2-RIPK2 inh: -12.3; ABHD5 PLIN5 PPI: 1.4; Vif inh: 1.0; MC4R antag cAMP: 9.9; N-glyco inh: 2.3; MC4R ag barr: -1.5; aDG glyco act: 0.2; Granule exo inh: -1.1; ABCB6 inh 2: 104.0; TLR9-MyD88 inh: 7.9

Results for Cc1oc2ccc(OCc3ccc(Cl)cc3)cc2c1C(=O)O ?
NOD2-RIPK2 inh: 1.3; ABHD5 PLIN5 PPI: 2.9; Vif inh: 4.0; MC4R antag cAMP: 15.6; N-glyco inh: 3.1; MC4R ag barr: -0.3; aDG glyco act: -0.1; Granule exo inh: -2.8; ABCB6 inh 2: 98.0; TLR9-MyD88 inh: 2.5

Results for CCc1nc(NCC(C)C)c(C#N)c2c1COC(C)(C)C2 ?
NOD2-RIPK2 inh: 5.3; ABHD5 PLIN5 PPI: 0.5; Vif inh: 6.9; MC4R antag cAMP: 6.7; N-glyco inh: 0.5; MC4R ag barr: 1.9; aDG glyco act: 0.0; Granule exo inh: -1.6; ABCB6 inh 2: 138.0; TLR9-MyD88 inh: -9.6

Results for CCCCNC(=O)[C@@H]1CCCN1S(=O)(=O)c1cccc2cccnc12 ?
NOD2-RIPK2 inh: -0.1; ABHD5 PLIN5 PPI: -4.1; Vif inh: -1.4; MC4R antag cAMP: -4.0; N-glyco inh: -0.3; MC4R ag barr: -0.9; aDG glyco act: 0.1; Granule exo inh: -7.3; ABCB6 inh 2: 96.0; TLR9-MyD88 inh: -6.6

Results for CCCc1cc(=O)oc2c(C)c(O[C@@H]3O[C@H](CO)[C@@H](O)[C@H](O)[C@H]3O)ccc12 ?
NOD2-RIPK2 inh: -2.4; ABHD5 PLIN5 PPI: 0.6; Vif inh: 16.5; MC4R antag cAMP: -1.1; N-glyco inh: -6.8; MC4R ag barr: -0.8; aDG glyco act: 0.1; Granule exo inh: -1.5; ABCB6 inh 2: 97.0; TLR9-MyD88 inh: 3.3

What do the screens show for `Cc1onc(-c2c(Cl)cccc2Cl)c1C(=O)N1CCN(c2ccccc2)CC1`?
NOD2-RIPK2 inh: 4.0; ABHD5 PLIN5 PPI: -4.1; Vif inh: -1.7; MC4R antag cAMP: -2.7; N-glyco inh: 5.4; MC4R ag barr: -0.6; aDG glyco act: -0.3; Granule exo inh: -8.0; ABCB6 inh 2: 102.0; TLR9-MyD88 inh: -7.2

Results for C=C1CCC[C@]2(C)C[C@H]3OC(=O)C(CNCCN(CC)CC)[C@H]3CC12 (stereo partly specified) ?
NOD2-RIPK2 inh: -1.6; ABHD5 PLIN5 PPI: 4.7; Vif inh: -2.3; MC4R antag cAMP: -0.8; N-glyco inh: -6.9; MC4R ag barr: 0.0; aDG glyco act: -0.3; Granule exo inh: 31.5; ABCB6 inh 2: 92.0; TLR9-MyD88 inh: -7.1

Results for COc1ccc(NS(=O)(=O)c2ccc(N3CCOCC3)c(NC(=O)/C=C/C(=O)O)c2)cc1 ?
NOD2-RIPK2 inh: -6.0; ABHD5 PLIN5 PPI: 9.4; Vif inh: -6.3; MC4R antag cAMP: 0.9; N-glyco inh: 1.6; MC4R ag barr: -0.3; aDG glyco act: 0.0; Granule exo inh: -13.6; ABCB6 inh 2: 102.0; TLR9-MyD88 inh: -11.1

How did C[N+]1(CC(=O)OCCCc2ccccc2)CCOCC1 do in these assays?
NOD2-RIPK2 inh: 3.5; ABHD5 PLIN5 PPI: 4.6; Vif inh: 1.8; MC4R antag cAMP: 0.9; N-glyco inh: -0.3; MC4R ag barr: 1.0; aDG glyco act: 0.1; Granule exo inh: 3.2; ABCB6 inh 2: 92.0; TLR9-MyD88 inh: -3.9

What do the screens show for `O=C(c1n[nH]c2c1CCC2)N1CCCC(Nc2cccc(F)c2)C1` (stereo unspecified)?
NOD2-RIPK2 inh: -9.6; ABHD5 PLIN5 PPI: 7.7; Vif inh: -5.9; MC4R antag cAMP: 12.1; N-glyco inh: 0.0; MC4R ag barr: 0.5; aDG glyco act: 0.1; Granule exo inh: -7.9; ABCB6 inh 2: 102.0; TLR9-MyD88 inh: -16.3

What do the screens show for `COc1ccccc1NC(=O)c1cc(Sc2nncn2C)nc2ccccc12`?
NOD2-RIPK2 inh: 0.4; ABHD5 PLIN5 PPI: 0.7; Vif inh: 17.8; MC4R antag cAMP: -7.2; N-glyco inh: -2.0; MC4R ag barr: -2.3; aDG glyco act: 0.1; Granule exo inh: -4.0; ABCB6 inh 2: 96.0; TLR9-MyD88 inh: 5.0

Results for CCOc1cccc(-c2cc(C(=O)N3N=C(C)CC3(O)C(F)F)c3ccccc3n2)c1 (stereo unspecified) ?
NOD2-RIPK2 inh: -10.8; ABHD5 PLIN5 PPI: -3.2; Vif inh: 2.5; MC4R antag cAMP: 1.2; N-glyco inh: -3.5; MC4R ag barr: -0.8; aDG glyco act: -0.1; Granule exo inh: -1.8; ABCB6 inh 2: 95.0; TLR9-MyD88 inh: 1.3

Grouped by structure: the compounds so far containing two or more sulfur atoms.
What do the screens show for `Cn1nnnc1Sc1ncnc2scc(Br)c12`?
NOD2-RIPK2 inh: 3.2; ABHD5 PLIN5 PPI: 0.9; Vif inh: 1.7; MC4R antag cAMP: -12.9; N-glyco inh: -4.4; MC4R ag barr: -0.4; aDG glyco act: -0.3; Granule exo inh: -19.1; ABCB6 inh 2: 105.0; TLR9-MyD88 inh: 9.6

Results for Cc1cc(C)c(C)c(S(=O)(=O)N2CCC(C(=O)Nc3ccc(S(=O)(=O)N4CCOCC4)cc3)CC2)c1C ?
NOD2-RIPK2 inh: -5.1; ABHD5 PLIN5 PPI: -5.5; Vif inh: -3.4; MC4R antag cAMP: 7.1; N-glyco inh: -4.1; MC4R ag barr: -3.1; aDG glyco act: 2.6; Granule exo inh: -11.7; ABCB6 inh 2: 99.0; TLR9-MyD88 inh: -14.3
